Growth percent in the NCI-60 one-dose screen (48 h, 10 µM unless noted): 100 = growth as untreated, 0 = no growth, -100 = all killed.
ACHN: ACHN renal cancer; 81,000 tested, 4.9% active; AID 1794771
SF-268: SF-268 CNS cancer cells; 82,000 tested, 3.1% active
A498: A498 renal cancer cells; 76,000 tested, 5.4% active
SF-539: SF-539 CNS cancer; 81,000 tested, 6.8% active; AID 1794752
CAKI-1: CAKI-1 renal cancer; 75,000 tested, 4.7% active
SNB-19: SNB-19 CNS cancer cells | 81,000 tested, 2.5% active | AID 1794751
RXF 393: RXF 393 renal cancer cells; 77,000 tested, 6.9% active; AID 1794773
SNB-75: SNB-75 CNS cancer; 79,000 tested, 5% active; AID 1794750
* hit, by the source's call; & = joins results of further samples. Rule for the calls: active = growth percent below 10; inactive = the rest.

What do the screens show for `Cc1cc(-c2ccc3nc(N)sc3c2)nc2ccc3[nH]ncc3c12`?
ACHN: 41; SF-268: 49; A498: -9.1*; SF-539: 21; CAKI-1: 20; SNB-19: 40; RXF 393: 47; SNB-75: -13*

Results for COc1cc(-n2cc(C#N)c(N)c2C(=O)c2ccc(Cl)cc2Cl)cc(OC)c1OC ?
ACHN: 107; SF-268: 102; A498: 107; SF-539: 95; CAKI-1: 90; SNB-19: 96; RXF 393: 93; SNB-75: 92

Results for O=C1/C(=C/c2ccccc2O)N=C2SCCCN12 ?
ACHN: 98; SF-268: 100; A498: 86; SF-539: 95; CAKI-1: 85; SNB-19: 91; RXF 393: 112; SNB-75: 71

Results for Clc1cccc(COc2ccc(Nc3ncnc4onc(-c5ccccc5)c34)cc2)c1 ?
ACHN: 90; SF-268: 95; A498: 80; SF-539: 89; CAKI-1: 86; SNB-19: 99; RXF 393: 92; SNB-75: 82

How did CC(C)=C(C)C1CC1CCNS(=O)(=O)c1ccc(C)cc1 (centres undefined) do in these assays?
ACHN: 98; SF-268: 96; A498: 95; SF-539: 91; CAKI-1: 96; SNB-19: 99; RXF 393: 105; SNB-75: 81

Results for CCCCCN(CCCCC)CC(O)c1ccc2c3c(cccc13)CC2 (centres undefined) ?
ACHN: 72; SF-268: 96; A498: 75; SF-539: 86; CAKI-1: 75; RXF 393: 81; SNB-75: 85

Results for CC1=CC(=O)CC(C(C)C)C1 (centres undefined) ?
ACHN: 102; SF-268: 103; A498: 91; SF-539: 99; CAKI-1: 98; SNB-19: 100; RXF 393: 109

Results for Clc1ccc2c(c1)nnn1c3ncccc3c(Br)c21 ?
ACHN: 78; SF-268: 61; A498: 70; SF-539: 62; SNB-19: 89; RXF 393: 41; SNB-75: -3.8*

How did CCOC(=O)c1c2c(c(C)n1C)-c1[nH]c(=O)ncc1CC2 do in these assays?
ACHN: 94; SF-268: 91; A498: 101; SF-539: 97; CAKI-1: 93; SNB-19: 95; RXF 393: 133; SNB-75: 80

Results for CC1CCCCN1/N=N/c1nc2c([nH]1)c(=O)n(C)c(=O)n2C (centres undefined) ?
ACHN: 92&106; SF-268: 112&102; A498: 75&85; SF-539: 93&96; CAKI-1: 98&99; SNB-19: 102&111; RXF 393: 115&127; SNB-75: 87&86

Results for CS(=O)(=O)Nc1cc(-c2ccc3ncnc(Nc4ccc(F)c(Cl)c4)c3c2)ccc1Cl ?
ACHN: 27; SF-268: 53; A498: 6.7*; SF-539: 52; CAKI-1: 18; SNB-19: 58; RXF 393: 22; SNB-75: 31

Results for CC1(C)CCC(C)(C)c2cc(NC(=O)c3ccc(C(=O)NC#N)cc3)ccc21 ?
ACHN: 101; SF-268: 104; A498: 82; SF-539: 79; CAKI-1: 95; SNB-19: 89; RXF 393: 101; SNB-75: 92

What do the screens show for `CC(=O)Oc1cc(NS(=O)(=O)c2ccc(C)cc2)ccc1C(=O)O`?
ACHN: 110; SF-268: 101; A498: 108; SF-539: 101; SNB-19: 102; RXF 393: 106; SNB-75: 101

How did COc1ccc(/C=C2\C=C(c3nc4ccccc4s3)NC2=O)cc1 do in these assays?
ACHN: 102; SF-268: 100; A498: 118; SF-539: 101; CAKI-1: 84; SNB-19: 96; RXF 393: 124; SNB-75: 91

How did c1ccc(Cn2cc3c(c2-c2ccccc2)CCc2c(CN4CCCC4)noc2-3)cc1 do in these assays?
ACHN: 100; SF-268: 106; A498: 67; SF-539: 94; CAKI-1: 99; SNB-19: 99; SNB-75: 100

How did O=C(O)c1ccccc1C(=O)c1ccc(I)cc1 do in these assays?
ACHN: 104; SF-268: 106; A498: 115; SF-539: 99; SNB-19: 110; RXF 393: 108; SNB-75: 98

Results for CC(=O)Nc1ccc2nc3ccc(NC(C)=O)cc3[n+](-c3ccccc3)c2c1 ?
ACHN: 99; SF-268: 98; A498: 158; SF-539: 89; CAKI-1: 122; SNB-19: 94; RXF 393: 101; SNB-75: 82

Results for CCC(c1nnc(-c2ccccc2)o1)N(C)c1cccc(-c2ccc3c(c2)OCCO3)c1C (centres undefined) ?
ACHN: 96; SF-268: 97; A498: 93; SF-539: 100; CAKI-1: 81; SNB-19: 86; RXF 393: 94; SNB-75: 67

Results for CCc1c(C(=O)N[C@@H]2c3cc(Cl)ccc3CC[C@@H]2O)[nH]c(C)c1C(C)=O ?
ACHN: 78; SF-268: 73; A498: 68; SF-539: 67; CAKI-1: 71; SNB-19: 97; RXF 393: 92; SNB-75: 76

What do the screens show for `Cc1ccc(C2=Nc3ccc(Cl)cc3C3=NCC(=O)NN23)cc1`?
ACHN: 86; SF-268: 118; A498: 92; SF-539: 91; CAKI-1: 86; SNB-19: 111; RXF 393: 114; SNB-75: 85

How did COc1cccc(Cn2cc3c(c2)-c2onc(CO)c2CC3)c1 do in these assays?
SF-268: 95; A498: 93; SF-539: 99; SNB-19: 107; RXF 393: 102; SNB-75: 96

How did COc1c(C(C)=O)c(OCCCCOc2c(C(C)=O)c(OC)c3ccoc3c2OC)c(OC)c2occc12 do in these assays?
ACHN: 76; SF-268: 84; A498: 81; SF-539: 105; CAKI-1: 68; SNB-19: 80; RXF 393: 81; SNB-75: 107

How did COC(=O)c1c2c(c(C)[n+]([O-])c1C)C(=O)C=C(NCc1cccc(OC)c1)C2=O do in these assays?
ACHN: -82*; SF-268: -16*; SF-539: -92*; CAKI-1: -33*; SNB-19: -88*; RXF 393: -47*; SNB-75: -98*

Results for O=C(O)CCNC1CCCCC1 ?
ACHN: 103; SF-268: 98; A498: 95; SF-539: 96; SNB-19: 91; RXF 393: 137; SNB-75: 90

What do the screens show for `CN(C)C(=O)NO`?
ACHN: 102; A498: 100; SF-539: 99; CAKI-1: 88; RXF 393: 106; SNB-75: 97

What do the screens show for `CCCCC(NC(=O)CCN1C(=O)/C(=C/C(C)=C/c2ccccc2)SC1=S)C(=O)O` (centres undefined)?
ACHN: 101; SF-268: 115; A498: 135; SF-539: 98; CAKI-1: 107; SNB-19: 98; RXF 393: 118

Results for O=C1CCc2c(sc3[nH]c(=S)n(Cc4ccc(Cl)cc4)c(=O)c23)C1 ?
ACHN: 6.1*; SF-268: 19; A498: -2.7*; SF-539: -57*; CAKI-1: 3.8*; SNB-19: 20; RXF 393: 5.2*; SNB-75: 3.2*

What do the screens show for `CCOC(=O)NC1CC2CCC1C2` (centres undefined)?
ACHN: 100; SF-268: 97; A498: 117; SF-539: 106; CAKI-1: 106; SNB-19: 100; RXF 393: 115; SNB-75: 99

Results for OCC[C@H]1C[C@@H]1/C=C/c1ccc(F)cc1 ?
ACHN: 104; SF-268: 99; A498: 94; SF-539: 100; CAKI-1: 91; SNB-19: 99; RXF 393: 100; SNB-75: 87

How did CCCn1c(NC(=O)c2cccc(C(N)=O)c2)nc2cc(CN3CCCCC3)ccc21 do in these assays?
ACHN: 78; SF-268: 111; A498: 170; SF-539: 107; CAKI-1: 53; SNB-19: 113; RXF 393: 64; SNB-75: 133

A draw from above in order of molar mass, smallest number first:
Results for O=C(O)CCNC1CCCCC1 ?
ACHN: 103; SF-268: 98; A498: 95; SF-539: 96; SNB-19: 91; RXF 393: 137; SNB-75: 90

What do the screens show for `CCOC(=O)NC1CC2CCC1C2` (centres undefined)?
ACHN: 100; SF-268: 97; A498: 117; SF-539: 106; CAKI-1: 106; SNB-19: 100; RXF 393: 115; SNB-75: 99

What do the screens show for `CCCCC(NC(=O)CCN1C(=O)/C(=C/C(C)=C/c2ccccc2)SC1=S)C(=O)O` (centres undefined)?
ACHN: 101; SF-268: 115; A498: 135; SF-539: 98; CAKI-1: 107; SNB-19: 98; RXF 393: 118

The results go on:
Results for C#CC1(OC(C)=O)CCCCC1 ?
ACHN: 105; SF-268: 100; A498: 97; SF-539: 100; CAKI-1: 100; SNB-19: 102; RXF 393: 110; SNB-75: 96

What do the screens show for `N#Cc1cnn(C(=O)CSc2nnc3sc4ccccc4n23)c1N`?
ACHN: 101; SF-268: 102; A498: 101; SF-539: 94; CAKI-1: 86; RXF 393: 122; SNB-75: 82

Results for N#Cc1c(-c2ccc(Br)cc2)nc2n[nH]c(-c3ccc(Br)cc3)c2c1-c1ccc(C(F)(F)F)cc1 ?
ACHN: 13; SF-268: 35; A498: 92; SF-539: 54; CAKI-1: 2.7*; SNB-19: 20; RXF 393: 47; SNB-75: -3.1*

What do the screens show for `O=C1/C(=C/c2ccc(B(O)O)cc2)Oc2cc(O)ccc21`?
ACHN: 109; SF-268: 101; A498: 113; SF-539: 104; CAKI-1: 96; SNB-19: 96; RXF 393: 103; SNB-75: 95

How did Oc1ccccc1-c1n[nH]c(/C=C/c2ccc(Br)cc2)n1 do in these assays?
ACHN: 102; SF-268: 93; A498: 110; SF-539: 93; SNB-19: 108; SNB-75: 70

What do the screens show for `Cc1ccc(C(C)C)c(OC(=O)Nc2cc(Cl)ccc2Cl)c1`?
ACHN: 120; SF-268: 107; A498: 97; SF-539: 108; CAKI-1: 95; SNB-19: 104; RXF 393: 109; SNB-75: 101

How did CCCC(F)C(=O)O (centres undefined) do in these assays?
ACHN: 106; SF-268: 107; A498: 98; SF-539: 102; CAKI-1: 86; SNB-19: 102; RXF 393: 117; SNB-75: 99

Results for CC(C)c1ccc(-n2c(=S)[nH]c3sc4c(c3c2=O)CCC(=O)C4)cc1 ?
ACHN: 82; SF-268: 29; A498: 112; SF-539: 23; CAKI-1: 74; SNB-19: 26; RXF 393: 49; SNB-75: 42

What do the screens show for `C#CCOC(=O)CNC(=O)[C@@]1(C)CC[C@]2(C)CC[C@]3(C)C(=CC(=O)[C@@H]4[C@@]5(C)CCC(=O)C(C)(C)[C@@H]5CC[C@]43C)[C@@H]2C1`?
ACHN: 107; SF-268: 102; SF-539: 107; CAKI-1: 104; SNB-19: 102; RXF 393: 129; SNB-75: 101

What do the screens show for `O=C(O)c1occ(Cl)c1Cl`?
ACHN: 109; SF-268: 113; A498: 90; SF-539: 111; CAKI-1: 104; SNB-19: 109; RXF 393: 108; SNB-75: 99

How did CC(C)=CCC[C@](C)(O)[C@H]1CC[C@]2(C)[C@@H]1CC[C@@H]1[C@@]3(C)C/C(=C/O)C(=O)C(C)(C)[C@@H]3CC[C@]12C do in these assays?
ACHN: 99; SF-268: 117; A498: 119; SF-539: 100; CAKI-1: 95; SNB-19: 103; RXF 393: 119; SNB-75: 95

Results for Cc1cc(C)c2c(N)c(C#N)sc2n1 ?
ACHN: 108; SF-268: 105; A498: 101; SF-539: 97; SNB-19: 101; SNB-75: 94

How did Cc1ccc2c(CSc3nc(-c4ccc(Cl)cc4)c(C#N)c(=O)[nH]3)cc(=O)oc2c1 do in these assays?
ACHN: 97; SF-268: 105; A498: 91; SF-539: 94; CAKI-1: 97; SNB-19: 102; RXF 393: 105; SNB-75: 104

What do the screens show for `C=C(C)[C@@H]1C[C@H](O)Cc2cc(F)ccc2N1`?
ACHN: 94; SF-268: 113; A498: 111; SF-539: 86; CAKI-1: 91; SNB-19: 104; RXF 393: 100; SNB-75: 88

Results for O=c1[nH][n+](-c2no[n+]([O-])c2-c2ccccc2)no1 ?
ACHN: 110; SF-268: 106; SF-539: 100; CAKI-1: 83; SNB-19: 102; RXF 393: 103

Results for Cc1ccc(Nc2nc(N)nc(CSCC(=O)N3CCCCC3)n2)cc1 ?
ACHN: 101; SF-268: 92; A498: 82; SF-539: 99; CAKI-1: 88; SNB-19: 102; RXF 393: 108; SNB-75: 76

Results for CS(=O)(=O)c1ccc(C(=N)N)cc1 ?
ACHN: 98; SF-268: 104; A498: 112; SF-539: 100; SNB-19: 122; RXF 393: 105; SNB-75: 89

Reprinted at random: five entries already listed.
How did CC(C)=CCC[C@](C)(O)[C@H]1CC[C@]2(C)[C@@H]1CC[C@@H]1[C@@]3(C)C/C(=C/O)C(=O)C(C)(C)[C@@H]3CC[C@]12C do in these assays?
ACHN: 99; SF-268: 117; A498: 119; SF-539: 100; CAKI-1: 95; SNB-19: 103; RXF 393: 119; SNB-75: 95

How did Cc1ccc2c(CSc3nc(-c4ccc(Cl)cc4)c(C#N)c(=O)[nH]3)cc(=O)oc2c1 do in these assays?
ACHN: 97; SF-268: 105; A498: 91; SF-539: 94; CAKI-1: 97; SNB-19: 102; RXF 393: 105; SNB-75: 104

Results for CS(=O)(=O)c1ccc(C(=N)N)cc1 ?
ACHN: 98; SF-268: 104; A498: 112; SF-539: 100; SNB-19: 122; RXF 393: 105; SNB-75: 89

What do the screens show for `C=C(C)[C@@H]1C[C@H](O)Cc2cc(F)ccc2N1`?
ACHN: 94; SF-268: 113; A498: 111; SF-539: 86; CAKI-1: 91; SNB-19: 104; RXF 393: 100; SNB-75: 88

Results for O=c1[nH][n+](-c2no[n+]([O-])c2-c2ccccc2)no1 ?
ACHN: 110; SF-268: 106; SF-539: 100; CAKI-1: 83; SNB-19: 102; RXF 393: 103

Screening data as filed in PubChem.
